EPAC2 agonist: agonists of human EPAC2 (RAPGEF4). Potency, µM (titrated, usually from 154 µM), for inactives: at the highest dose activation, hits mostly activators. EPAC2 activation, biochemical qHTS; response scale: 100% = 6.5 mM cAMP response. Q8WZA2. AID 720711. actives 0.079% (n = 360,000); further: potency means the concentration at half of the fitted maximal effect; nearly all actives have a fitted effect of over 50% in size
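Guanine nucleotide exchange by EPAC2 is measured as reduced fluorescence of BODIPY-GDP once it is released from 250 nM Rap1B. Plates are read kinetically for 30 min at room temperature; results are scaled to 6.5 mM cAMP.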
FUS yeast rescue: suppressors of FUS proteinopathy in yeast; S. cerevisiae FUS-expressing, growth rescue, OD600, 24 h; Potency, µM (highest dose often 76.6 µM), inactives show at the highest dose growth rescue (activation), actives largely listed as activators; actives 0.24% (n = 390,000); AID 1347120;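 further: potency means the concentration at half of the fitted maximal effect; plate controls were DMSO vehicle for no effect and reference control for full effect; nearly all actives have a fitted effect of over 55% in size; some results filed as inactive show a strong effect at the top dose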
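Yeast FUS proteinopathy model; galactose-induced FUS (2%), starting OD 0.005. Cpds in dilution series, 24hr, 30C, 99% humidity. Abs 600 nm growth. Pos ctrl CP55940 (top 92uM final); neg ctrl DMSO.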
TDP43 rescue: TDP-43 toxicity inhibition in yeast; actives 1.8% (n = 410,000); TDP-43 expressing yeast growth rescue, BacTiter-Glo, 24 h; Potency, µM (series often up to 46.1 µM), inactives show at the top dose growth rescue (activation), usual class: activators; further: potency means the concentration at half of the fitted maximal effect; % of control where 0% means no effect; nearly all actives have a fitted effect of over 50% in size
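Cell-based yeast growth screen: TDP-43 expression induced in galactose, inoculum OD600=0.02 after raffinose pregrowth to mid-log. Read-out BacTiter-Glo luminescence at 24 hr, 30 deg C; inhibition of toxicity seen as signal increase.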
aSyn yeast inh: alpha-synuclein toxicity inhibition in yeast | actives 0.14% (n = 370,000) | Yeast expressing alpha-synuclein, growth rescue, BacTiter-Glo, 24 h | Potency, µM (series often up to 46.1 µM), for the others: at the highest dose growth rescue (activation), hits mostly activators | AID 652106; further: potency means the concentration at half of the fitted maximal effect; % of control where 0% means no effect; nearly all actives have a fitted effect of over 65% in size
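Galactose-induced alpha-syn yeast (OD600=0.02, raffinose-pregrown) + pinned cpd, 24 hr, 30 deg C; growth by BacTiter-Glo luminescence. Growth restoration scores as activation.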
D3 antag: D3 dopamine receptor (human) antagonism; max response, negative = inhibition, %; D3R cells, DiscoveRx beta-arrestin luminescence, antagonist mode; hits give low values; AID 652054; actives 2.5% (n = 360,000); in the data active means max response below about -50%; inconclusive means no clear call, values can overlap the other calls; further: on the % scale 0 is the no-effect control and ±100 the full control effect; mostly tested at two doses, the higher about 12 µM
Target sequence (P35462 whole entry, looked up): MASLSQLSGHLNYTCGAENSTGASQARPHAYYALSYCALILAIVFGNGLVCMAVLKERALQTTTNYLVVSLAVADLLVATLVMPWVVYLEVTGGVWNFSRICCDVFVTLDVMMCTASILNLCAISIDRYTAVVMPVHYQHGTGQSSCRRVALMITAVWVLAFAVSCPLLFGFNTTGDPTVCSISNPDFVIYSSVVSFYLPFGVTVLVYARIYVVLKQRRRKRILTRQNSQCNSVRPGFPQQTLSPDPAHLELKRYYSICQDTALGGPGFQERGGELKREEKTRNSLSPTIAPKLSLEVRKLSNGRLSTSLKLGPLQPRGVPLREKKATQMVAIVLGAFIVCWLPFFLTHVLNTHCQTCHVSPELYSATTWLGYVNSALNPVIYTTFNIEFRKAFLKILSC
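Cells expressing the human receptor were seeded at 1500 cells/well, incubated overnight at 37 degrees C in 5% CO2, then exposed to library compounds with dopamine controls for 90 minutes at 37 degrees C before luminescent detection.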
DRD3 agonist: agonists of human D3 dopamine receptor. actives 0.58% (n = 410,000). AID 652048. D3R DiscoveRx beta-arrestin cells, luminescence, 90 min. max activation, %; in the data active means max activation above about 30%; further: 0% is about no effect; mostly tested at two doses, the higher about 12 µM
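Cells at 1500/well, incubated overnight, then treated with pinned compounds (dopamine as control) for 90 min at 37 degrees C. DiscoveRx reagent added for 30 - 60 minutes at room temperature; luminescence read.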
EPAC2 antagonist: antagonists of human EPAC2 | Q8WZA2 | EPAC2 GEF exchange of Rap1B-BODIPY-GDP, fluorescence | Potency, µM (doses to about 114 µM), for inactives: at the top dose activity, negative = inhibition, usual class: inhibitors | actives 0.18% (n = 360,000) | AID 720708; further: potency means the concentration at half of the fitted maximal effect; on the % scale 0 is the no-effect control and ±100 the full control effect; nearly all actives have a fitted effect of over 45% in size; many of its hits are not listed in these tables
Abeta yeast res: compounds reversing amyloid beta toxicity in yeast. yeast expressing A-beta42, growth rescue, OD600, 48 h; response scale: 0% DMSO, 100% iron-clioquinol control. Potency, µM (highest dose often 46.1 µM), for inactives: at the highest dose growth rescue, most hits filed as activators. actives 0.063% (n = 410,000). AID 1347071; further: potency means the concentration at half of the fitted maximal effect; nearly all actives have a fitted effect of over 55% in size
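Growth rescue measured by 600 nm absorbance after 48 h yeast culture at 30 C with compound. Values normalized between DMSO and an equimolar ferric chloride plus clioquinol control.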
The depositor's hits bear a star; ? = inconclusive; . = not tested or not shown; [ ] = dose if it differs, or a comment. Unless noted, the call rests on the fitted dose curve; in most records, active means well fitted curve in the direction sought with a large enough effect; inconclusive means small, poorly fitted or top-dose-only effect, or another doubt; inactive means no such curve, though single readings can be large; an effect the other way counts as inactive or inconclusive.

SMILES | EPAC2 agonist | FUS yeast rescue | TDP43 rescue | aSyn yeast inh | D3 antag | DRD3 agonist | EPAC2 antagonist | Abeta yeast res
CN(C(=O)c1cccc(NC(=O)Cc2ccc(NC(=O)C3CCCN(C(=O)C4CC4)C3)cc2)c1)C1CC1 (stereo unspecified) | 6.3% | -3.2% | 21.3% | 2.9% | 5.0 | 0.0 | 11.2% | 1.8%
C=CCn1c(SCC(=O)N(CC)C2CCS(=O)(=O)C2)nc2cc(C(=O)O)ccc2c1=O (stereo unspecified) | 6.2% | -15.9% | 14.6% | -1.7% | -1.0 | -1.4 | 6.9% | -9.3%
CC(=O)c1cc(CN2CCC(N3CCC(C(=O)N4CCCC4)CC3)CC2)cs1 | -6.9% | -17.0% | 5.7% | 3.0% | 8.7 | 3.4 | 2.6% | -5.7%
O=C(CCc1cn(Cc2ccccc2F)c2ccccc12)NCc1ccc(Cl)cc1 | . | 24.7% | 16.6% | . | . | -11.8 | . | 4.7%
CCN1CCN(C(=O)C23CCC(C)(C(=O)C2Br)C3(C)C)CC1 (stereo unspecified) | 9.1% | 5.4% | 0.7% | -4.6% | -0.3 | -6.4 | 7.8% | 3.0%
O=C(NC1CC(=O)N(c2ccccc2)C1)c1ccc(S(=O)(=O)N2CCCC2)cc1 (stereo unspecified) | . | 25.1% | -12.6% | . | . | -7.2 | . | -2.2%
CCNC(=O)C1(C)CCN(Cc2cccc(Oc3ccccc3)c2)C1 (stereo unspecified) | 19.6% | -19.8% | 18.0% | -6.2% | ? | -10.1 | -16.6% | -2.3%
COc1ccc(NC(=O)C2CCCO2)cc1 (stereo unspecified) | 3.8% | -7.6% | -1.0% | 0.6% | -14.4 | 2.0 | 11.8% | -5.0%
Cn1c(SCC(=O)NCc2cccs2)nnc1-c1cccs1 | 10.1% | 5.4% | 3.4% | 1.0% | -8.3 | -9.5 | -1.6% | -0.9%
O=C1CC[C@@H](O)CCN1CC[C@H](Sc1ccc(Br)cc1)c1ccccc1 | 2.6% | 32.2% | 1.0% | 1.7% | 5.2 | 7.9 | -28.0% | -2.4%
O=C(CCc1nnc(Cc2ccc3c(c2)OCO3)o1)N(CC1CCC1)CC1CCCO1 (stereo unspecified) | -1.5% | -25.1% | 5.7% | 1.3% | 2.1 | -1.5 | -2.3% | -3.1%
O=[N+]([O-])c1ccccc1OCCCOc1cccc2cccnc12 | -0.5% | 17.9% | ? | 5.4% | 7.5 | -6.2 | -12.4% | 17.1%
CCc1nc(SCC(=O)N2CCc3cc(OC)c(OC)cc3C2)c(C#N)cc1C | -3.1% | -2.8% | -0.1% | 6.9% | -19.7 | 2.2 | 2.3%[57.1 µM] | 16.0%
COc1ccc(-c2noc(CCCC(=O)Nc3cccc(Cl)c3C)n2)cc1 | . | -12.0% | 20.0% | . | . | 0.2 | . | 9.7%
Cc1ccc(S(=O)(=O)CCC(=O)Oc2ccc3c(C)cc(=O)oc3c2)cc1 | 4.0% | 10.3% | 15.5% | 16.3% | 6.7 | -13.9 | -1.6% | 16.3%
Cc1ccccc1-c1cc(-c2ccccc2O)n[nH]1 | 16.4% | 7.1% | 11.2µM* | 6.6% | 0.8 | 2.2 | -4.9% | -36.6%[inhibitor]
c1ccc2c(c1)CCc1snnc1-2 | 6.6% | -15.5% | 27.3% | -0.3% | 5.6 | 3.1 | -2.8% | 14.4%
CC1=C(C(=O)N(C(C)C)C(C)C)CC(CC(=O)NC2CCCCC2)C(=O)N1CCC1=CCCCC1 (stereo unspecified) | 2.2% | 34.9% | 23.2% | -6.7% | 5.3 | 7.0 | 5.2% | -6.0%
O=C(CCc1ccccc1)NCc1ccccc1 | 11.7% | -27.8% | 9.3% | 6.6% | 6.6 | -0.3 | 4.9%[57.1 µM] | 5.7%
O=C(CNC(=O)c1ccccc1)OC1CCCCC1 | 16.2% | -9.4% | 11.8% | 7.0% | 3.8 | 6.2 | -1.3% | 6.6%
CS(=O)(=O)N(CC(=O)O)c1ccc(Oc2ccccc2)cc1 | 10.4% | 16.6% | -22.1% | 0.5% | ? | 2.5 | 5.9% | 6.4%
COC(=O)c1sc(-c2ccc(C(C)(C)C)cc2)cc1NC(=O)c1ccccc1C(=O)O | -3.6% | 21.6% | 23.9% | -89.8%[inhibitor] | -4.6 | -2.4 | -8.7% | -34.6%[inhibitor]
Cc1ccc(S(=O)(=O)NNc2nc3ccccc3nc2C(F)(F)F)cc1 | 1.6% | 36.7% | 7.1% | -2.6% | -54.5* | 0.5 | -12.9% | 5.1%
O=C(Nc1ccncc1)c1ccc(Cl)c(S(=O)(=O)N2CCCCC2)c1 | 2.3% | -0.7% | 10.0% | 3.5% | 20.6 | 2.8 | -1.7% | -5.7%
c1ccc2c(c1)CC(CN1CCNCC1)O2 (stereo unspecified) | 2.1% | -14.5% | -9.7% | 0.8% | -2.6 | 6.6 | -0.4% | 0.8%
Cc1onc(-c2ccccc2Cl)c1C(=O)OCC(=O)c1ccc[nH]1 | 8.2% | 13.7% | 10.1% | 16.2% | 6.5 | 12.6 | 3.7% | 26.1%
CCOC(=O)c1nc(N2CCN(c3ccc(F)cc3)CC2)c2c(C)noc2n1 | . | 13.0% | ? | . | . | 6.4 | . | -10.3%
C=CCN1C(=O)C(Cc2ccc(OC)cc2)S/C1=N\N=C\c1cccs1 (stereo unspecified) | -2.9% | 16.1% | -0.8% | -7.9% | 0.0 | 1.8 | 1.3% | 17.9%
Cc1cc(C)n2nc(Sc3ncccc3[N+](=O)[O-])nc2n1 | -3.5% | -7.2% | 16.6% | 7.6% | 4.6 | 2.6 | 4.4% | 6.5%
CCn1c(SCC(=O)N(C(C)C)C(C)C)nnc1-c1cc2ccccc2cc1O | 2.8% | ? | 5.0% | 7.7% | -13.3 | -5.4 | 0.1%[57.1 µM] | 0.3%
COc1cc(/C=N/Nc2nc(C)nc3c2cnn3-c2ccccc2)ccc1O | 3.1% | 11.8% | -3.0% | -12.4% | 23.5 | 7.7 | 2.2% | -0.7%
O=C(/C=C(\c1ccc(Cl)cc1)n1cncn1)c1ccc(Cl)cc1 | 4.8% | -6.1% | -5.7% | 5.6% | -26.8 | -15.9 | -1.2% | 1.3%
COc1ccc(Cl)cc1NC(=O)COC(C)=O | 0.9% | -24.0% | 1.7% | -19.5% | -6.5 | -5.6 | 10.1% | -9.1%
CCCCN(CC)C(=O)CSc1nc2c(sc(=S)n2-c2ccc(OCC)cc2)c(=O)[nH]1 | 1.1% | -27.2% | 20.6% | -0.2% | 8.2 | 6.4 | -15.2% | -2.6%
Cc1ccc(-c2cc(NC(=O)COc3ccc(Cl)c(C)c3)on2)cc1 | . | -11.8% | -1.2% | . | . | -15.3 | . | -9.1%
COCc1cc(C)nc(SCC(=O)NCC2CCCO2)c1C#N (stereo unspecified) | 0.2% | -8.9% | -1.3% | -1.7% | -8.7 | 3.4 | -0.4% | 6.7%

Reformatted: 2 of the compounds above.
canonical_smiles	EPAC2 agonist	FUS yeast rescue	TDP43 rescue	aSyn yeast inh	D3 antag	DRD3 agonist	EPAC2 antagonist	Abeta yeast res
CCn1c(SCC(=O)N(C(C)C)C(C)C)nnc1-c1cc2ccccc2cc1O	2.8%	?	5.0%	7.7%	-13.3	-5.4	0.1%[57.1 µM]	0.3%
Cc1ccc(-c2cc(NC(=O)COc3ccc(Cl)c(C)c3)on2)cc1	.	-11.8%	-1.2%	.	.	-15.3	.	-9.1%

The results go on:
SMILES | EPAC2 agonist | FUS yeast rescue | TDP43 rescue | aSyn yeast inh | D3 antag | DRD3 agonist | EPAC2 antagonist | Abeta yeast res
COc1cc(OC)cc(C(=O)NCc2ccc3c(c2)CCN3C(=O)c2ccccc2)c1 | . | ? | -12.9% | . | . | -18.6 | . | -13.7%
COc1ccc(C(c2nnnn2CCc2ccccc2)N2CCN(C3CCCC3)CC2)cc1 (stereo unspecified) | 8.5% | 32.2% | -6.1% | 11.3% | -84.8* | -0.1 | 7.1% | -2.8%
CCCCNC(=O)c1onc(CSc2ccc(F)cc2)c1C(=O)NCCCC | 8.6% | 22.7% | -10.5% | -0.5% | -0.4 | -0.9 | -19.3% | -6.5%
COCCC(=O)N1CCCC(C(=O)c2ccc(Oc3ccccc3)cc2)C1 (stereo unspecified) | 3.1% | 16.9% | 8.9% | -3.8% | 14.6 | 9.9 | 5.5% | -3.3%
Cc1cc(C(=O)Nc2ccccc2C(=O)N2CCCCC2)ccc1[N+](=O)[O-] | 13.7% | 11.0% | -16.4% | -2.7% | -23.3 | -11.8 | -6.4% | -0.4%
O=C(Cn1nc(C(F)(F)F)c2c1CCC2)N1CCN(c2ccccc2)CC1 | 4.1% | 17.7% | -7.7% | -3.1% | 21.3 | -4.9 | -2.1% | 11.1%
COc1ccccc1CCC(=O)OCc1csc(CC(=O)Nc2ccccc2C)n1 | 10.0% | 44.3% | ? | 1.7% | 2.7 | 8.7 | -13.2% | 7.1%
CC(C)Cn1c(/C=C/c2ccc(F)cc2)nc2ccccc21 | . | -9.8% | 14.1µM* | -13.9% | . | 1.2 | . | -3.0%
Nc1nc(Nc2ccccc2F)sc1C(=O)c1ccc(Cl)cc1 | . | -6.7% | ? | . | . | -0.4 | . | 10.7%
COCCN1C(=O)N(c2cccc(OC)c2)C(=O)C1CC(=O)Nc1ccc(OC)cc1 (stereo unspecified) | 0.1% | -1.4% | 8.5% | 4.8% | 13.8 | 8.5 | 2.9% | 13.4%
Cc1ccc(NC(=O)CN2C(=O)C(C)(C)c3cc(S(=O)(=O)N4CCCCC4)ccc32)c(Br)c1 | . | 0.5% | 1.8% | . | . | 5.9 | . | 11.9%
O=C(Oc1ccc(Cl)c(Cl)c1)C1=CC=CN2CCS(=O)(=O)N=C12 | 8.9% | -14.8% | 13.2% | -2.7% | 1.0 | 2.1 | -5.8% | 14.4%
COc1ccccc1NS(=O)(=O)c1cccc(C(=O)NCC(C)(C)N2CCOCC2)c1 | 2.4% | 3.4% | 12.5% | 3.1% | 4.8 | -0.4 | -7.1% | 3.7%
Cc1ccc(NC(=O)c2cccs2)cc1S(=O)(=O)Nc1cccc(Cl)c1 | 22.8% | . | 12.4% | 1.1% | 12.8 | 0.8 | -17.1% | 4.4%
CC(=O)c1c(C(=O)O)[nH]c(C(=O)O)c1C | 4.6% | -28.7% | 0.6% | -2.0% | 12.6 | -0.8 | 11.2% | -4.6%
CN(C)C(/C=C/Nc1ccc(O)cc1)=C(C#N)C#N | -1.0% | 11.1% | 6.6% | 7.3% | 19.1 | 0.1 | -8.5% | 0.4%

Source: PubChem (National Center for Advancing Translational Sciences (NCATS))

These rows are one share of the data, so the mix of outcomes need not match the whole.
